hgDAF12 agonist – H. glycines DAF-12 receptor agonists, primary screen, cell-based, luminescence, HEK293, GAL4 fusion, UAS-luciferase. Nuclear hormone receptor DAF-12 (Heterodera glycines), GAL4 fusion. actives 1.8% (n = 370,000). activation, % at 6.8 µM. AID 687014, 2013. HEK293 GAL4-hgDAF12 UAS-luciferase reporter, agonist luminescence; normalized to butyrate control;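 active = activation above a cutoff set at the mean of all screened compounds plus 3 SD, cut at about 10% in these data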;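 also: 0% = DMSO wells and 100% = sodium butyrate wells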
hcDAF12 agonist – H. contortus DAF-12 nuclear receptor activators, primary screen, cell-based, luminescence, HEK293, lit1-tk-luc reporter. AID 652067, 2013. HEK293 hcDAF-12 lit1-tk-luc reporter; 0% DMSO, 100% Δ7-dafachronic acid. actives 1.4% (n = 370,000). activation, % at 6.8 µM;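 active = activation above the mean of all tested compounds plus 3 SD, cut at about 5.5% in these data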;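 also: 100% = response to 3 µM Δ7-dafachronic acid high control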
ADAM10 inh – human ADAM10 inhibitors, primary screen, biochemical, QFRET, HTS | inhibition, % at 7 µM | Disintegrin and metalloproteinase domain-containing protein 10 (Homo sapiens), O14672 | recombinant ADAM10, EDANS/DABCYL FRET peptide cleavage, 3 h | actives 0.62% (n = 370,000);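 active = inhibition above a per-campaign cutoff equal to the mean of compounds falling between control-based bounds plus 3 SD, cut at about 20% in these data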;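 also: 0% = DMSO wells while the 100% control is not disclosed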
PLC-gamma1 inh – PLC-gamma1 enzyme inhibitors, primary screen, biochemical, fluorescence, purified enzyme; 1-phosphatidylinositol 4,5-bisphosphate phosphodiesterase gamma-1 (Homo sapiens), P19174; fluorogenic substrate; inhibition, % at 12.2 µM; actives 0.84% (n = 370,000); AID 720700, 2013; in the data active = inhibition above about 9.5%
FXN GAA850 act – FXN promoter activators, primary screen, cell-based, luciferase luminescence, HEK293 lucGAA850 | HEK293 lucGAA850 FXN promoter luciferase reporter, 24 h; percent of 10 µM SAHA response | activation, % at 6 µM | actives 0.56% (n = 360,000);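 active = activation above the average of all compounds screened plus 3 SD, cutoff fixed separately per campaign, cut at about 7.5% in these data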;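 also: 0% = DMSO wells and 100% = 10 µM SAHA wells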
DAX1 inh-1 – DAX1 (NR0B1) inhibitors, primary screen, cell-based, HEK293, Gal4-DAX1, luciferase luminescence. Nuclear receptor subfamily 0 group B member 1 (Homo sapiens), P51843. HEK293 Gal4-DAX1 luciferase reporter. inhibition, % at 6.75 µM. actives 0.99% (n = 340,000). AID 504766, 2011;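 active = inhibition above the mean over all tested compounds plus 3 SD, cut at about 4.2% in these data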;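 also: 0% = DAX1-transfected cells with DMSO and 100% = empty-vector control cells with DMSO; inhibition shows as a rise in luminescence from relieved DAX1 repression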
Target sequence (P51843 207-470 limits assumed): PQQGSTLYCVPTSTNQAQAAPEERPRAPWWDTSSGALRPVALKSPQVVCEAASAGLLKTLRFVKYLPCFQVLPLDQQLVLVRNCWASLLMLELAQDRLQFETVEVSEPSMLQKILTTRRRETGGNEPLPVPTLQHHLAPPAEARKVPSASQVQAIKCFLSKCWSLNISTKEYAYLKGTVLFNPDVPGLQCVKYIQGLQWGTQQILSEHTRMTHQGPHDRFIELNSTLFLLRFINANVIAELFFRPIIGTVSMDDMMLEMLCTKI
DAX1 inh-2 – DAX1 (NR0B1) inhibitors on StAR promoter, primary screen, cell-based, luminescence, SF-1 (NR5A1), full-length DAX-1. HEK293T StAR-luciferase reporter, SF-1/DAX-1 repression relief. inhibition, % at 6.8 µM. actives 1.1% (n = 370,000). AID 652010, 2013;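 active = inhibition above the mean over all tested compounds plus 3 SD, cut at about 3.6% in these data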;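 also: 0% = DAX-1 cells with DMSO and 100% = cells lacking DAX-1 with DMSO; higher inhibition means more luminescence from relief of DAX-1 repression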
ADAM17 inh – ADAM17 inhibitors, primary screen, biochemical, QFRET; Disintegrin and metalloproteinase domain-containing protein 17 (Homo sapiens), P78536; recombinant ADAM17, EDANS/DABCYL FRET peptide cleavage; inhibition, % at 6.95 µM; actives 0.83% (n = 370,000); AID 720648, 2013;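 active = inhibition above the mean of compounds lying between control limits plus 3 SD, set per campaign, cut at about 8.5% in these data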;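 also: 0% = DMSO-only wells as the low control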
Target sequence (P78536 215-824 limits assumed): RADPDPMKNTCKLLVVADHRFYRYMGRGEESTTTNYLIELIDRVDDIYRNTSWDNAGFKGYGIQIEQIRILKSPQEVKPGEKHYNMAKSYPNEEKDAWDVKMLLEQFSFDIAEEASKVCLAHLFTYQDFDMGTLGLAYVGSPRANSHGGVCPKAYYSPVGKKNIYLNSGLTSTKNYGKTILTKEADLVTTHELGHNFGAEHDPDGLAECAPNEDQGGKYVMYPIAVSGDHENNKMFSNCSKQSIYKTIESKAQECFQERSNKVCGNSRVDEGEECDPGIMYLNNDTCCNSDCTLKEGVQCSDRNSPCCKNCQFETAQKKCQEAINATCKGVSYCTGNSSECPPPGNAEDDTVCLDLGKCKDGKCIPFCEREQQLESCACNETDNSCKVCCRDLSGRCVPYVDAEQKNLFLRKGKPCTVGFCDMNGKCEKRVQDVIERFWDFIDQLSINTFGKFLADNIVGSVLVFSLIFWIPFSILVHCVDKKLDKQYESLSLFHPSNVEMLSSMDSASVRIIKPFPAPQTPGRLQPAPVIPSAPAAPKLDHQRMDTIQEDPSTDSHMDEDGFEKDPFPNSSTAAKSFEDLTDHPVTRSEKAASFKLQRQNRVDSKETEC
HGIII-sPLA2 inh – human group III sPLA2 inhibitors, primary screen, biochemical, QFRET, BODIPY PC-A2 liposome substrate; QFRET BODIPY PC-A2 liposome hydrolysis, fluorescence; inhibition, % at 12.2 µM; actives 0.56% (n = 370,000); AID 743126, 2013;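 active = inhibition above mean plus 3 SD of compounds lying within the high and low control bounds, cut at about 19% in these data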;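 also: 0% = median of test compound wells and 100% = no enzyme DMSO wells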
PLCb3 inh – human PLC-beta3 inhibitors, primary screen, biochemical, fluorescence | Purified PLC-beta3, fluorogenic substrate | inhibition, % at 12.2 µM | actives 0.18% (n = 370,000) | AID 720704, 2013; in the data active = inhibition above about 11%;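 also: 0% = median of compound wells on plate and 100% = full blocker control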
ssDAF-12 act – S. stercoralis DAF-12 nuclear receptor activators, primary screen, cell-based, luminescence, HEK293, GRIP1 co-expression, lit1-tk-luc; Nuclear hormone receptor DAF-12 (Strongyloides stercoralis); HEK293 ssDAF-12/GRIP1 lit1-tk-luc reporter; % of 3 µM dafachronic acid response; activation, % at 6.8 µM; actives 1% (n = 370,000); AID 652126, 2013;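 active = activation above the mean over all tested compounds plus 3 SD, cut at about 0.9% in these data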;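 also: 0% = DMSO-only wells and 100% = 3 µM delta7-dafachronic acid wells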
The depositor's hits bear a star; i = inactive; / = not tested or not shown. Rows are unselected; about 6.9% have a hit in one of these screens.

SMILES	hgDAF12 agonist	hcDAF12 agonist	ADAM10 inh	PLC-gamma1 inh	FXN GAA850 act	DAX1 inh-1	DAX1 inh-2	ADAM17 inh	HGIII-sPLA2 inh	PLCb3 inh	ssDAF-12 act
CCOC(=O)C1=NN(c2ccccc2C)C2=NC(C)=C(C(=O)OC)C(c3cccc(OC)c3)N12 (stereo unspecified)	2.7	-2.8	4	-1	0.1	-1.0	0.7	4	-1	-3	-1.2
COc1ccc(NC(=O)CCN2C(=O)c3ccccc3S2(=O)=O)c(OC)c1	-1.1	-0.1	1	-2	1.8	0.5	-0.5	-3	7	-4	-1.7
O=C(O)C1CC(=O)N(CCOc2ccccc2)C1 (stereo unspecified)	1.5	-0.1	-2	1	-0.6	0.9	0.6	-3	0	2	-1.2
COc1ccc(CN2CCCN(C)CC2)c(OC)c1C	-1.0	-1.3	0	0	-1.1	-1.4	0.2	-6	3	-6	-1.0
CC(=O)Nc1cccc(NC(=O)C(=O)NCC(c2ccco2)N2CCc3ccccc32)c1 (stereo unspecified)	-1.8	-2.5	-7	2	0.8	-0.8	-0.7	2	-8	-7	-0.5
COc1ccccc1C(=O)NC(=O)COC(=O)CNC(=O)c1ccccc1F	0.9	0.5	-11	-2	0.0	0.5	0.5	-2	8	-3	-1.4
COC(=O)CN(c1ccc(C(C)C)cc1)S(=O)(=O)c1c(C)[nH]c(=O)[nH]c1=O	-2.8	-1.1	-12	0	0.1	1.3	-0.1	-5	0	4	-1.1
C=CCn1c(=NC(=O)CC)n(C)c2ccccc21	-0.9	1.3	-5	1	3.6	-1.0	0.0	2	4	3	-0.6
CCCOC(=O)c1ccc(Oc2coc3c(CN(CC)CC)c(O)ccc3c2=O)cc1	-4.0	-2.0	i	i	3.3	1.2	-0.6	i	-2	i	-1.0
COc1ccc(Cc2noc(CN(C)CC(O)c3ccccc3)n2)cc1OC (stereo unspecified)	-1.8	2.8	7	0	-0.7	-2.5	-0.2	-2	4	1	-0.8
COc1ccc(C2NC(=O)CCC2[N+](=O)[O-])cc1 (stereo unspecified)	1.9	1.2	7	5	0.7	-2.0	0.5	2	4	-1	-1.4
CC1CCc2c(c3ccccc3n2C(=O)CCl)C1 (stereo unspecified)	-0.9	-1.1	-2	-6	0.2	-0.9	0.2	3	-3	-15	-1.0
CCC(C)C(NC(=O)c1ccccc1NC(=O)c1ccco1)C(=O)NC1CCCCC1 (stereo unspecified)	-1.3	-1.2	-2	0	1.6	0.0	-0.2	2	7	-2	-1.0
O=C(NC1CC1)c1cccc(S(=O)(=O)N2CCOCC2)c1	-1.3	-1.4	-2	-1	0.9	0.2	0.2	-2	6	-1	-1.3
COCCC(=O)N1CCC(n2nccc2NC(=O)CCc2ccccc2)CC1	-0.4	-0.2	-12	-1	-0.3	0.1	-0.5	-6	6	-7	-1.2
NS(=O)(=O)c1ccc(CNC(=O)CCC2CCCCC2)cc1	0.1	0.2	-5	-3	-2.5	0.8	0.4	-4	3	0	-0.6
O=C(Nc1cccc(Oc2c(F)c(F)c(F)c(F)c2F)c1)N1C[C@@H]2C[C@@H](C1)c1cccc(=O)n1C2	-1.2	-0.6	-4	-1	1.8	1.6	0.7	-2	-4	2	-0.7
O=C(c1cc(F)ccc1F)C1CCCN(Cc2cccn2-c2ccccn2)C1 (stereo unspecified)	2.2	0.1	1	3	-0.4	3.1	-0.7	-3	-1	2	-0.8
COCCNC(=O)c1cn(C)c2ccc(S(=O)(=O)N(C)C3CCCCC3)cc2c1=O	-2.4	-1.5	-4	3	-1.7	6.5*	0.0	-3	5	2	-1.5
COc1cc(OC)c(/C=N/NC(=O)COc2cccc3cccnc23)c(OC)c1	-1.6	-0.2	-11	-3	-1.6	-1.2	-0.8	-1	-2	-10	-0.8
CC(C)(C)c1nc(NC(=O)Nc2ccccc2)sc1Br	6.0	1.4	20	4	2.6	1.2	1.0	11*	-16	2	-0.9
Cc1cccc(Nc2nnc(SCC(=O)NC3CCCc4ccccc43)s2)c1 (stereo unspecified)	0.8	-2.1	0	-3	1.4	-2.1	-0.6	0	-2	0	-1.8
COc1ccccc1Nc1c([N+](=O)[O-])cncc1[N+](=O)[O-]	4.8	-0.6	-9	5	2.3	0.1	-0.4	-3	9	-2	-0.7
C=CCn1c(Cc2ccc(OC)cc2)nnc1SCc1nc2ccccc2c(=O)[nH]1	0.7	-1.8	-4	-2	2.8	1.1	-0.2	-2	5	-1	-1.4
CC(=O)Nc1sc2c(c1C(N)=O)CCC2	-0.4	1.2	-10	-6	0.0	-0.3	0.1	-7	5	-5	-0.8
O=C(N[C@H](C(=O)N1CCC[C@H]1C(=O)NCc1ccccc1)C1CCCCC1)c1ccc(Cl)c(Cl)c1	0.7	-0.9	-4	6	/	/	0.0	0	-2	7	-0.9
O=[N+]([O-])c1ccc(N2CCN(c3nc(-c4ccc(Cl)cc4)cs3)CC2)cc1	3.5	-1.4	-5	4	-0.2	2.4	-0.9	-3	13	3	-0.5
CC1C(=O)Nc2ccccc2N1C(=O)c1ccc(F)cc1 (stereo unspecified)	-1.3	-0.7	-8	1	0.5	-2.3	-0.1	-4	3	-1	0.1
CCCCN(C)C(=S)Nc1ccc2nc3n(c(=O)c2c1)CCCCC3	-2.2	-1.5	-56	-14	0.1	-0.6	-0.8	-22	9	-16	-1.2
COc1ccc(OC)c(S(=O)(=O)n2nc(-c3ccccc3)cc2N)c1	-1.2	3.3	-6	0	-1.6	0.4	-0.4	3	-14	5	-0.9
CCOc1ccc(OCCSc2nc3ccccc3[nH]2)cc1	-3.8	-2.7	0	-1	-1.4	-0.9	-1.8	-1	-9	0	-2.1
COc1ccc(SC[C@H](Cc2ccccc2)N2CCN(C)CCC2=O)cc1	-1.2	-1.0	0	3	0.2	-0.4	0.3	2	6	7	-0.8
O=C(O)CCCCCNC(=O)CCn1nnc2ccccc2c1=O	-0.7	-0.8	-6	-2	-2.4	5.9*	-0.2	-4	6	0	-1.9
COc1ccc(CCNC(=O)C2CCC(=O)N(C3CC3)C2)c(OC)c1 (stereo unspecified)	-0.4	1.0	-7	1	-1.2	-0.2	-1.0	-9	4	-3	0.1
O=C(C1=C[C@@H](C2CCCCC2)C[C@@H](OCCCCO)O1)N1CCN(Cc2ccccc2)CC1	0.6	-2.4	6	3	0.8	-0.5	-0.4	0	-3	-5	0.1
COCCCNC(=O)c1cccc(S(=O)(=O)N2CC3(C)CC2CC(C)(C)C3)c1 (stereo unspecified)	-1.1	-0.3	-1	-2	0.9	-0.4	0.8	-1	4	1	-1.1
COc1ccccc1NC(=O)NC1CCS(=O)(=O)C1 (stereo unspecified)	1.5	0.5	5	2	-1.7	-0.6	0.5	-1	-1	-5	-0.9
CCOC(=O)c1ccccc1NC(=O)c1ccc2c(=O)n3c(nc2c1)CCCCC3	0.6	0.5	-1	-3	1.9	0.1	-0.6	0	-4	-2	-1.2
COc1ccc(NC(=O)c2cccc(S(=O)(=O)NCc3ccccc3)c2)cc1S(N)(=O)=O	-0.5	1.1	-4	-2	1.0	0.8	1.6	3	-14	-4	-0.8
Cc1cc2nc3c(=O)n(CCc4ccccc4)c(=O)[nH]c3nc2cc1N	-1.1	-2.7	-12	-410	1.5	-0.9	-0.4	-13	-53	-404	-2.0
COc1cc2c(cc1OC)CN(C(=O)CN(C)S(=O)(=O)c1ccc(NC(C)=O)cc1)CC2	1.0	-0.5	-6	0	1.7	3.8	0.1	1	-2	-7	-1.2
CCOC(=O)C(C)Oc1cccc2c(=O)n(CC(=O)Nc3ccc(OC)cc3)ccc12 (stereo unspecified)	-0.9	0.5	-40	0	-0.5	/	-2.3	-15	5	0	-0.6
Cn1c(=O)c2c(ncn2CC(=O)N/N=C/c2ccc(Br)s2)n(C)c1=O	-1.5	-1.2	-7	-1	1.7	-0.8	-0.8	0	-3	-1	-0.6
CC1CC(C)(C)NC(=S)N1CCCC(=O)N1CCN(c2ccccc2F)CC1 (stereo unspecified)	-4.1	-1.8	-3	-1	1.0	0.6	-0.2	-2	13	5	-0.5
Cc1oc(-c2ccccc2F)nc1CS(=O)(=O)CC(=O)N1CCN(Cc2ccccc2)CC1	-0.7	-1.1	-11	0	-0.7	-0.3	-1.0	-4	-11	1	-1.2
COC(=O)c1sc2ccccc2c1-n1cccc1C(=O)C(=O)Nc1ccc(OC)cc1	-1.8	-0.9	22*	-16	0.2	-0.4	-0.6	8	6	-13	-1.2
CCOC(=O)c1c(C)[nH]c(C(=O)OCC(=O)NC2CCS(=O)(=O)C2)c1C (stereo unspecified)	-1.4	-0.7	15	6	-1.0	-0.2	0.1	6	11	5	-1.2
O=C(Nc1nnc([C@@H]2C[C@H](O)[C@@H](CO)O2)s1)Nc1cccc(Cl)c1Cl	8.2	1.3	-17	2	2.5	/	0.5	-3	2	-2	-0.3
CCN(c1ccccc1C(=O)O)S(=O)(=O)c1cccc2nsnc12	-0.7	4.1	-1	1	1.1	0.5	-0.3	1	-3	-5	-1.2
O=C(Nc1cccc(Cl)c1)C1C2C=CC3(O2)C1C(=O)N(CCCN1CCCCC1)C3C(=O)NC1CCCCC1 (stereo unspecified)	-0.2	0.9	0	2	0.7	0.8	-0.1	-2	-2	-4	-0.8
Cc1ccc(S(=O)(=O)N/N=C/c2cccc3c2OCCO3)cc1	-1.0	-2.1	-13	-14	0.8	-1.5	-0.2	-3	4	-11	-0.9
CCOC(=O)N1CCN(S(=O)(=O)CCNC(=O)c2cccc(OC)c2)CC1	0.7	-1.6	-11	0	0.1	1.2	-1.6	-1	9	-9	-1.0
O=C(ON=C1CCN(S(=O)(=O)c2ccccc2)CC1)c1ccc(Cl)cc1	-0.1	-1.3	7	3	-0.1	-0.2	0.5	2	1	7	-0.5

Source: PubChem BioAssay
